From PubChem
All columns: NCI-60 one-dose screen, growth in % after 48 h at 10 µM unless noted; 100 = growth as untreated, 0 = no growth, -100 = all killed.
OVCAR-3 = OVCAR-3 ovarian cancer. AID 1794787. actives 7% (n = 79,000)
IGROV1 = IGROV1 ovarian cancer | actives 4.7% (n = 79,000) | AID 1794786
OVCAR-5 = OVCAR-5 ovarian cancer. actives 2.9% (n = 82,000)
NCI-H23 = NCI-H23 lung cancer. AID 1794731. actives 4% (n = 80,000)
NCI-H226 = NCI-H226 lung cancer | AID 1794732 | actives 3.5% (n = 79,000)
OVCAR-4 = OVCAR-4 ovarian cancer cells; actives 3.7% (n = 80,000); AID 1794784
NCI/ADR-RES = NCI/ADR-RES ovarian cells | actives 4.4% (n = 81,000) | AID 1794790
SN12C = SN12C renal cancer cells; AID 1794767; actives 3.8% (n = 81,000)
SK-OV-3 = SK-OV-3 ovarian cancer cells; actives 3.2% (n = 80,000)
* = called active by the depositor; x = not tested or not shown; & = joins results of further samples; ! = a repeat was not active. The calls were made as follows: active = growth percent below 10; inactive = the rest.

SMILES	OVCAR-3	IGROV1	OVCAR-5	NCI-H23	NCI-H226	OVCAR-4	NCI/ADR-RES	SN12C	SK-OV-3
Oc1c(I)cc(I)cc1CNCCCN(Cc1ccccn1)Cc1ccccn1	-69.9*	-79.5*	-44.9*	-37.0*	-78.4*	-94.3*	-17.1*	-50.1*	-73.0*
COC(=O)[C@H](C)Nc1nc(N)nc(N2CCCCC2)c1C=O	124.4	104.2	104.9	104.3	99.9	108.2	109.6	98.6	104.7
COc1ccccc1-[n+]1cc(-c2ccc(-c3ccccc3)cc2)n2c1CCCCC2	9.1*	16.6	18.4	2.8*	21.8	20.2	86.9	0.9*	-18.1*
CC(=O)OCC1OC(n2ccc(-n3cncn3)nc2=O)CC1N=[N+]=[N-] (stereo not given)	101.7	110.8	108.3	102.0	x	94.7	108.0	103.6	108.2
O=c1c[n+](Cc2ccc3c(c2)OCO3)[nH]o1	101.9	105.5	95.5	95.8	90.6	108.3	101.7	98.9	106.5
CC(=O)CC(c1ccccc1)c1c(-c2ccccc2)n(C)c2ccccc12 (stereo not given)	112.6	91.4	91.2	94.6	77.5	99.2	92.6	90.7	156.8
N#C/C(=C\c1ccc(-c2ccccc2)o1)c1nc(-c2ccco2)cs1	78.7	43.1	53.8	82.7	81.3	11.0	95.5	92.3	97.2
CN(C)c1ccc(C2CC(n3nnnc3-c3ccccc3)=NN2)cc1 (stereo not given)	118.2	96.8	108.2	101.7	101.0	x	107.2	107.8	x
NC(C(=O)O)C(=O)O	119.1	114.8	99.7	104.2	115.0	121.0	105.5	104.0	110.0
Cc1nc2cc[nH]n2c(=O)c1CCc1ccccc1	103.1	x	90.0	102.3	102.1	102.3	102.9	113.1	108.0
C(=N\N=C\c1ccc2c(c1)OCO2)/c1ccc2c(c1)OCO2	104.3	84.9	93.1	101.2	95.9	122.5	96.7	96.3	84.8
Clc1ccc2c(OCCCN3CCOCC3)c3oc4ccccc4c3nc2c1	69.5	19.7	35.1	x	33.7	59.0	36.3	30.4	71.8
CCN1CCCC(Sc2nc3c([nH]2)c(=S)n(C)c(=O)n3C)C1 (stereo not given)	95.4	103.2	96.8	100.8	92.5	101.5	100.4	95.9	108.2
Clc1ccc(-c2nnc(Nc3ccc(Br)cc3)o2)cc1	104.1	96.0	92.5	99.5	91.5	99.2	104.2	99.9	97.3
CCOC(=O)Cc1nnn(C)n1	105.3	107.4	98.1	98.4	92.4	112.2	x	108.9	105.7
CCCCCCCCCCCCOC(=O)OCCCCCCCCCCCC	115.0	x	97.7	106.8	99.8	104.4	108.5	99.2	106.0
CCCCCCCCCCCCCCC1CC(=O)OC1=O (stereo not given)	104.5	106.2	102.3	100.6	125.0	102.4	102.7	102.4	97.6
c1coc(-c2nc(N3CCOCC3)nc3cc(-c4cccs4)nn23)c1	112.4	96.9	90.0	101.3	101.7	102.7	97.0	99.8	103.0
Nc1nnc(CSc2ccc(Cl)cc2)s1	95.2	104.1	112.2	106.2	108.1	97.6	103.1	102.2	108.7
O=C(CS(=O)(=O)c1ccc(Cl)cc1)Nc1ccccc1C(=O)O	105.4	107.6	109.5	117.3	106.0	109.5	109.9	105.3	102.5
COc1ccc(/C(C#N)=C/c2cccc(OC)c2OC)cc1	94.2	80.6	97.7	80.0	89.0	98.8	53.3	89.8	96.2
O=C(O)c1ccc(C(=O)c2ccc(C(=O)c3ccc(C(=O)O)cc3)cc2)cc1	98.7	110.8	79.2	94.5	91.9	92.6	100.9	92.8	78.8
CC(=O)OC1CC2C(C)(C)OC3CC(=O)OCC32C2CCC3(C)C(=CCC3c3ccoc3)C12C (stereo not given)	93.8	58.2	95.9	108.3	98.7	105.5	124.1	105.5	107.6
Nc1nc2c(N=Nc3ccccc3)c(N)nn2cc1-c1nc2ccccc2s1	103.8	102.5	103.6	97.7	98.4	107.4	104.2	101.0	101.8
CCCCOC(=O)C(C)OCCC#N (stereo not given)	109.4	102.2	90.7	96.1	102.9	93.9	99.2	104.6	115.0
Next part.
SMILES	OVCAR-3	IGROV1	OVCAR-5	NCI-H23	NCI-H226	OVCAR-4	NCI/ADR-RES	SN12C	SK-OV-3
Cc1cccc2c(NCCN(C)C)c3cccc(C(=O)NCCN(C)C)c3nc12	13.9	-61.0*	26.1	6.8*	22.4	-44.0*	-3.1*	15.9	19.7
CCOC(=O)c1nn(-c2ccc(C)cc2)cc1C(=O)c1cc2c(ccc3ccccc32)oc1=O	94.6	88.8	108.7	87.3	84.2	89.5	99.0	96.5	77.2
O=C(Nc1cccc(Cl)c1)Nc1cccc(Cl)c1	15.1	91.4	86.8	35.8	81.1	62.4	55.6	85.2	93.4
CN1CCN(CC(=O)NNc2ncnc3ccccc23)CC1	113.5	112.9	101.7	x	103.6	110.8	103.7	100.9	116.8
CCCC1=C(C(=O)OCC)C(c2cccc(C#N)c2)C(C(=O)OC)=C(C)N1 (stereo not given)	112.3	92.2	106.3	107.5	98.5	104.9	101.2	102.2	106.4
Clc1ccc2c(c1)C[C@H]1C[C@@H](c3ccc(Br)s3)N2O1	105.4	84.7	88.0	101.5	x	x	104.0	x	97.9
CCOC(=O)c1c(C)nc2ccccc2c1/C=C/c1cccc(C)c1	113.9	96.2	94.6	66.6	86.9	85.5	86.8	93.9	85.3
Cc1cccc2[nH]c(=S)[nH]c12	x	94.1	103.7	108.3	87.9	104.9	111.9	81.4	89.6
Fc1ccc(/C=C/c2nc3ccccc3n3c(-c4ccc(Cl)cc4)nnc23)cc1	76.9	72.2	96.3	x	77.4	69.0	70.4	78.1	103.6
Cn1cnc2c(ncn2C)c1=N	100.4	115.3	87.4	90.8	94.6	96.3	99.2	110.1	99.2
C=CCn1cc(COc2cccnc2NC(=O)c2ccccc2)nn1	103.6	108.7	95.6	96.7	99.8	100.9	98.1	99.0	94.4
Fc1ccc(Nc2nc(Nc3cnc4ccccc4c3)c3[nH]cnc3n2)cc1Cl	78.8	71.8	120.9	78.4	73.5	85.8	92.5	98.9	74.5
COc1ccccc1CNCCCN1C(=O)c2ccc3c4c(ccc(c24)C1=O)C(=O)N(CCCNCCCCNCCCCN)C3=O	1.4*	-57.8*	24.5	6.6*	27.0	-33.8*	62.2	6.0*	28.0
O=C(NNC(=O)c1ccc2ccccc2c1)c1cccc(Br)c1	113.4	132.4	105.4	107.1	113.4	102.2	102.0	99.6	113.2
CCCCCCCCn1c2ccccc2c2c3c(c4c5cc(OC)ccc5oc4c21)C(=O)NC3=O	110.5	109.8	99.6	103.9	x	x	101.8	95.9	x
O=C1CCn2c1c(O)c1ccccc1c2=O	118.0	116.4	113.8	99.5	100.5	103.6	102.9	108.2	103.1
COc1ccc(/C=C2\SC(=Nc3cc(C)[nH]n3)NC2=O)cc1	104.0	97.3	90.3	x	86.8	97.4	98.3	96.0	85.7
COc1cc2cc(COc3nccc(-c4ccc(Cl)cc4)n3)c(=O)[nH]c2cc1OC	90.4	79.6	96.7	88.5	89.1	82.5	84.2	69.3	89.9
Cn1c(=O)c2ncn(C)c2n(C)c1=O	107.3	108.7	111.9	111.1	115.0	112.6	114.0	106.6	100.2
CCOC(=O)c1cc(OCC)c2c(ccc3ccccc32)n1	117.7	117.5	126.9	87.9	111.1	x	102.1	105.5	114.8
CC(C)=C[C@@H]1CC2Cc3ccccc3N1O2 (stereo not given in full)	108.1	114.5	103.0	102.6	93.4	111.9	101.4	92.6	99.7
CC(=O)NCCSC(=O)CCCCC(=O)SCCNC(C)=O	109.0	116.1	106.9	98.1	94.8	100.8	111.3	102.5	110.3
COc1ccc(NC(=O)COc2ccc(/C=N/Nc3nc4ccccc4s3)cc2)cc1	118.8	82.9	104.3	80.6	99.2	105.2	85.8	90.9	x
C=C[C@]1(C)CC2=C(C[C@@H]1O)[C@@]1(C)C(CC2=O)C(C)(C)CC[C@H]1O (stereo not given in full)	110.1	101.9	114.0	105.0	91.6	117.7	102.1	103.3	97.3
Cc1ccc(-n2c3c(c(-c4ccccc4)c2-c2ccccc2)C2=NCCN2C=N3)cc1	90.5	62.6	103.3	84.2	72.0	78.5	100.2	85.0	94.7
(continued)
SMILES	OVCAR-3	IGROV1	OVCAR-5	NCI-H23	NCI-H226	OVCAR-4	NCI/ADR-RES	SN12C	SK-OV-3
O=C(Nc1cccc2c1[nH]c(=O)c1ccccc12)C(F)(F)F	90.4	109.5	101.7	81.1	79.4	x	84.9	68.7	98.0
Fc1ccc([I+]c2ccc(F)cc2)cc1	64.9	62.4	92.9	53.7	71.8	52.1	98.8	92.9	68.4
Cc1cc(C(O)CN(CCC(C)C)CCC(C)C)cc2c1ccc1cc(C(C)C)ccc12 (stereo not given)	90.6	79.6	84.2	77.0	77.2	89.0	84.8	80.9	96.4
CN(C)c1nc(NCCNS(=O)(=O)c2ccc(C3=Nc4c(N)nc(N)nc4NC(c4ccccc4)C3)cc2)nc(N2CCOCC2)n1 (stereo not given)	102.4	74.0	102.6	96.4	82.0	95.0	91.2	76.2	92.7
CCCCSc1nc2c([nH]1)c(=S)n(C)c(=O)n2C	78.7	99.1	101.2	89.7	103.8	87.8	91.2	96.0	113.9
Nc1cccnc1N	119.1	116.0	97.6	102.6	114.3	x	107.9	115.0	102.9
CCOC(=O)N1C/C(=C/c2ccc(OC)cc2)C(=O)/C(=C/c2ccc(OC)cc2)C1	0.8*	17.2	95.0	46.3	23.8	58.0	21.7	50.2	26.9
COc1ccc(NCc2cccn2Cc2ccc(F)cc2)cc1	111.2	95.4	101.1	89.7	93.5	99.6	96.2	95.2	109.6
N#CS/C=C/SC#N	107.1	109.9	110.0	92.7	98.4	112.3	103.4	101.4	105.5
COC(=O)[C@@H](NS(=O)(=O)N(c1ccc(F)cc1)C1CCN(C(=O)OC(C)(C)C)CC1)C(C)C	101.1	x	98.5	99.0	98.4	111.0	89.9	93.0	107.8
O=S(=O)(O)c1cccc2ccc(O)cc12	103.1	110.7	111.3	94.8	99.3	107.5	111.3	100.2	114.6
COc1ccccc1N1CCCCC1	113.6	101.0	86.2	101.8	104.4	109.0	105.8	93.9	100.0
NC1=C(/C(N)=N/O)C(c2ccccc2)c2ccc3ccccc3c2O1 (stereo not given)	-3.2*	29.0	29.6	28.7	1.8*	47.5	-1.3*	24.2	55.2
CC1=C[C@H]2c3c(c(O)c(O)c4oc5cc(O)cc(O)c5c(=O)c34)[C@H](c3cc(O)c(O)c4oc5cc(O)cc(O)c5c(=O)c34)[C@H]2C(C)(C)C1	-43.9*	-13.1*!	12.4&11.0	-52.4*	-31.2*	7.2*!	23.7&55.8	-9.0*	-1.0*
O=C(/C(=C/c1ccco1)Cc1nc2ccccc2[nH]1)c1nc2ccccc2[nH]1	113.0	127.5	97.5	106.1	102.6	112.6	110.4	99.7	109.7
C1=CC2C(C1)C1CC(OCCOC3CC4CC3C3C=CCC43)C2C1 (stereo not given)	108.7	98.7	110.4	97.9	96.0	98.9	99.6	98.1	101.9
N#Cc1c(-c2ccco2)nc(N2N=C(c3ccccc3)CC2c2ccc(F)cc2)[nH]c1=O (stereo not given)	98.8	94.7	115.4	87.5	97.8	94.5	102.7	99.3	98.0
Cc1nn(-c2ccccc2)c(Oc2ccccc2)c1/C=N\N=c1/sc2ccccc2n1C	101.5	84.6	92.1	93.5	83.5	92.9	100.7	96.4	81.7
COc1ccc2c(=O)c(OC)c(-c3cc(OC)c(OC)c(OC)c3)oc2c1	98.6	x	100.7	86.4	91.3	96.6	83.9	77.0	114.3
COc1ccc(-c2nnc(CNc3ccccn3)o2)cc1OC	112.1	x	100.5	86.8	85.9	100.6	104.3	90.1	90.7
Cc1ccc(Cn2c(-c3cccs3)nc3ccccc32)cc1	93.9	81.8	98.8	96.2	77.3	76.6	85.6	98.6	100.2
C=C(C)[C@@H]1CC[C@]2(C)[C@H](CC[C@@H]3[C@H]4[C@H]5OC[C@@]4(CCC5(C)C)CC[C@]32C)[C@@]1(C)CCCN	76.6	54.3	50.6	83.3	100.3	70.2	73.8	75.6	104.1

Nine compounds already listed, sorted by length of the SMILES, ascending:
SMILES	OVCAR-3	IGROV1	OVCAR-5	NCI-H23	NCI-H226	OVCAR-4	NCI/ADR-RES	SN12C	SK-OV-3
Cn1cnc2c(ncn2C)c1=N	100.4	115.3	87.4	90.8	94.6	96.3	99.2	110.1	99.2
CCCCCCCCCCCCCCC1CC(=O)OC1=O (stereo not given)	104.5	106.2	102.3	100.6	125.0	102.4	102.7	102.4	97.6
CC(=O)NCCSC(=O)CCCCC(=O)SCCNC(C)=O	109.0	116.1	106.9	98.1	94.8	100.8	111.3	102.5	110.3
O=C(Nc1cccc2c1[nH]c(=O)c1ccccc12)C(F)(F)F	90.4	109.5	101.7	81.1	79.4	x	84.9	68.7	98.0
COc1ccc(/C=C2\SC(=Nc3cc(C)[nH]n3)NC2=O)cc1	104.0	97.3	90.3	x	86.8	97.4	98.3	96.0	85.7
Fc1ccc(Nc2nc(Nc3cnc4ccccc4c3)c3[nH]cnc3n2)cc1Cl	78.8	71.8	120.9	78.4	73.5	85.8	92.5	98.9	74.5
Cc1cc(C(O)CN(CCC(C)C)CCC(C)C)cc2c1ccc1cc(C(C)C)ccc12 (stereo not given)	90.6	79.6	84.2	77.0	77.2	89.0	84.8	80.9	96.4
C=C[C@]1(C)CC2=C(C[C@@H]1O)[C@@]1(C)C(CC2=O)C(C)(C)CC[C@H]1O (stereo not given in full)	110.1	101.9	114.0	105.0	91.6	117.7	102.1	103.3	97.3
COc1ccccc1CNCCCN1C(=O)c2ccc3c4c(ccc(c24)C1=O)C(=O)N(CCCNCCCCNCCCCN)C3=O	1.4*	-57.8*	24.5	6.6*	27.0	-33.8*	62.2	6.0*	28.0
